ERp5 inh: inhibitors of ERp5-driven insulin aggregation, primary screen, biochemical, turbidity, absorbance 650 nm, single point | Protein disulfide-isomerase A6 (Homo sapiens), Q15084 | 90 min | inhibition, % at 9.99 µM | actives 0.05% (n = 350,000) | AID 651711, 2012;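 active = mean replicate inhibition above about 25%, with every replicate also reaching it, limit read from the data, passing the limit was not always enough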
Target sequence (Q15084 whole entry, looked up): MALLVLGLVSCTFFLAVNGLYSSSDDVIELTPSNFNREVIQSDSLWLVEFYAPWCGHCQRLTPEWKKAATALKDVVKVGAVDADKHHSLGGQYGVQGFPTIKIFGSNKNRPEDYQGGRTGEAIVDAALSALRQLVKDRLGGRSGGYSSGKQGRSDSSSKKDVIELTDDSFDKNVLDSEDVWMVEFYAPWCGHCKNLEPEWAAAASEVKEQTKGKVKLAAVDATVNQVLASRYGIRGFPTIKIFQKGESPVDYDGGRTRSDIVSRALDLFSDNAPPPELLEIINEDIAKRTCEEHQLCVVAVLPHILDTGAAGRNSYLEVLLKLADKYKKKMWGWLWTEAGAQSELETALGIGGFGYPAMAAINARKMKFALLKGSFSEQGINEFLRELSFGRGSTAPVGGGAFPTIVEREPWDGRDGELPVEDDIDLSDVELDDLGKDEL
SIRT5 inh: SIRT5 desuccinylase inhibitors, primary screen, biochemical, fluorescence imaging, single point, set 5. NAD-dependent protein deacylase sirtuin-5, mitochondrial (Homo sapiens), Q9NXA8. Purified SirT5, succinyl-peptide AMC, trypsin-coupled fluorescence. inhibition, % at 15 µM. actives 1.1% (n = 330,000); in the data active = inhibition above about 15%
Target sequence (Q9NXA8 whole entry, looked up): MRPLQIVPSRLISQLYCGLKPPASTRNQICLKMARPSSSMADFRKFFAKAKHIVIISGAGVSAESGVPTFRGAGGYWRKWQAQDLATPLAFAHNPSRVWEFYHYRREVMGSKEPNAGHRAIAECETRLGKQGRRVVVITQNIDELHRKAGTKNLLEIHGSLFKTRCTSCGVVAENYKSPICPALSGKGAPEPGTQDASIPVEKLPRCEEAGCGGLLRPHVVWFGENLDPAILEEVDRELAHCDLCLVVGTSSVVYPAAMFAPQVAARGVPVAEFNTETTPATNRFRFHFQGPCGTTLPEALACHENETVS
Statin myotox sup: suppressors of statin myotoxicity in C2C12 myotubes, primary screen, cell-based, single point, plate reader; C2C12 myotubes + simvastatin, ATP luminescence, 48 h; scaled: DMSO 0, geranylgeraniol control 100; rescue of ATP level, % at 7.49 µM; actives 0.78% (n = 330,000); AID 602340, 2012;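 active = mean ATP rescue above about 67%, or every replicate alone reaching that limit, limit read from the data, passing the limit was not always enough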;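 note: myotubes were challenged with 10 µM simvastatin during compound exposure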
esBAF inh: Bmi1 luciferase reporter increase in mESCs, primary screen, esBAF inhibitor project, mouse ES cells, Bmi1 luciferase knock-in, single point | AID 602393, 2012 | actives 2% (n = 350,000) | 24 h; 100% = twice the neutral-well signal | reporter increase, % at 12.5 µM; in the data active = activation above about 40%;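 note: 0% = median of the plate's neutral control wells and 100% = double that signal; a rise in the Bmi1 reporter signal indicates esBAF inhibition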
miR122 inh: miR-122 Renilla sensor signal increase in Huh7, primary screen, miR-122 inhibitor project, cell-based, single point, plate reader | Huh7 miR-122 Renilla luciferase sensor, 48 h; neutral wells = 0, positive control = 100 | activation (reporter increase), % at 12.5 µM | actives 0.3% (n = 340,000);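 active = mean replicate activation score at least 90 and every replicate individually at or above 90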;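 note: higher luciferase means less miR-122 activity so hits act as miR-122 inhibitors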
Cneo AK release: Cryptococcus neoformans cell lysis inducers, primary screen, AK release luminescence, single concentration. lysis activity, % at 15 µM. actives 0.2% (n = 360,000). C. neoformans lysis, adenylate kinase release luminescence, 4 h; normalised: neutral wells 0, clomiphene wells 100;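 active = mean lysis activity across replicates of at least 80%, whatever share of replicates individually reach that level; inactive = mean lysis activity below 80%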
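Assay system: C. neoformans cells. Amount: yeast cell density of 5 × 10^6 cells/mL. Technique: AK luminescence. Buffer or medium: YPD. Times: static 4 h at 37 °C with compound, 1 h detection. Dosing: single-point compound dose. Read-out: lysis from increased AK signal.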
ARNT-TACC3 inh: disruptors of ARNT/TACC3 protein interaction, primary screen, biochemical, AlphaScreen, single concentration; AlphaScreen His-ARNT PAS-B/GST-TACC3 binding, luminescence; TACC3 fragment carries E629A point mutation; actives 0.66% (n = 390,000); Transforming acidic coiled-coil-containing protein 3 (Homo sapiens), Q9Y6A5; AID 623870, 2012; inhibition, % at 9.99 µM;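 active = mean inhibition of replicates at least 50% and at least half of replicates each reaching 50%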;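 note: 0% = complete ARNT plus TACC3 wells and 100% = ARNT alone without TACC3; many hits fall short of the cut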
* = called active by the depositor; . = no result given; [ ] = dose if it differs, or a comment.

SMILES	ERp5 inh	SIRT5 inh	Statin myotox sup	esBAF inh	miR122 inh	Cneo AK release	ARNT-TACC3 inh
Cc1onc(-c2ccccc2Cl)c1C(=O)NCc1ccccn1	.	.	17	-11	2	0	-3
N/C(=N\OC(=O)COc1ccc(Br)cc1)c1cccc([N+](=O)[O-])c1	-1	4	0	-1	1	5	-2
Cc1cc(C)cc(OCC(=O)OCC(=O)Nc2cc(C)nn2-c2ccccc2)c1	3	0	3	-1	-4	-1	.
CSc1ccc(NC(=O)c2cccnc2)cc1C#N	1	2	7	5	0	-1	-10
COc1ccc(S(=O)(=O)N(C)C[C@H]2Oc3c(NC(=O)c4ccncc4)cccc3C(=O)N([C@@H](C)CO)C[C@@H]2C)cc1	0	1	-30	0	-2[16.7 µM]	-1	1
Cc1ccc(N(C)S(=O)(=O)c2cccc(C(=O)N3CCN(Cc4ccccc4)CC3)c2)cc1	-5	5	14	-4	-9	0	22
COc1cccc(N2CCN(Cc3nc4scc(-c5ccccc5)c4c(=O)[nH]3)CC2)c1	-2	-3	.	.	.	.	3
O=S(=O)(c1ccccc1)N1CCC2(CC1)OCCN2S(=O)(=O)c1cccs1	3	-4	-12	2	38	.	-24
CCOC(=O)C1Cc2c([nH]c3ccccc23)CN1 (configuration not stated)	.	.	-7	9	1	0	1
CCC(C)c1ccc(S(=O)(=O)N2CCN(C(=O)CN3C(=O)NC(C)(C4CC4)C3=O)CC2)cc1 (configuration not stated)	6	.	-1	-7	-7	0	.

The closing three compounds of the part before open the next one:
SMILES	ERp5 inh	SIRT5 inh	Statin myotox sup	esBAF inh	miR122 inh	Cneo AK release	ARNT-TACC3 inh
O=S(=O)(c1ccccc1)N1CCC2(CC1)OCCN2S(=O)(=O)c1cccs1	3	-4	-12	2	38	.	-24
CCOC(=O)C1Cc2c([nH]c3ccccc23)CN1 (configuration not stated)	.	.	-7	9	1	0	1
CCC(C)c1ccc(S(=O)(=O)N2CCN(C(=O)CN3C(=O)NC(C)(C4CC4)C3=O)CC2)cc1 (configuration not stated)	6	.	-1	-7	-7	0	.
CC(c1nccs1)N(C)C(=O)c1ccc(OC2CCN(CCc3ccccc3)CC2)cc1 (configuration not stated)	4	5	0	-1	.	-1	.
CCCCCCc1c(C)[nH]c2nc3ccccc3n2c1=O	4	-5	-11	-7	.	.	-8
Cc1noc(C)c1NC(=O)Nc1ccc2c(c1)C(=O)N([C@@H](C)CO)C[C@H](C)[C@@H](CN(C)C(=O)Nc1ccccc1)OCCCC[C@H](C)O2	8	0	34	4	6[16.7 µM]	1	-7
O=C1CC(c2ccccc2Oc2cccc(Cl)c2)C(n2cncn2)C(=O)C1C1NCCc2ccccc21 (configuration not stated)	2	-1	.	.	.	.	-2
C[C@H]1CN([C@@H](C)CO)C(=O)c2cc(NC(=O)Nc3ccc(C(F)(F)F)cc3)ccc2O[C@H]1CN(C)C(=O)Nc1ccccc1	0	1	-2	-8	-3[16.7 µM]	2	4
Cc1c(NC(=O)c2ccc(NC(=O)C3CC3)cc2)cccc1C(=O)O	1	20*	1	-2	1	0	.
Cc1cn([C@H]2C[C@H](O)[C@@H](/C=C/C(=O)NCCC(C)C)O2)c(=O)[nH]c1=O	5	-2	3	-2	0	0	.
COC(=O)c1ccc2c(=O)n(CC3CCCO3)c(SCC(=O)NCCc3ccc(S(N)(=O)=O)cc3)nc2c1 (configuration not stated)	0	-1	.	.	.	.	-7
CO[C@@H]1CN(C)C(=O)c2cc(NC(=O)c3nc4ccccc4s3)ccc2OC[C@H](C)NC[C@H]1C	7	.	-9	7	.	0	-6
C/C(=N/NC(=O)Nc1ccccc1)c1ccc(C)cc1	1	-1	4	9	3	0	12
Cc1noc(C)c1S(=O)(=O)Nc1ccc2c(c1)C(=O)N([C@@H](C)CO)C[C@H](C)[C@H](CN(C)Cc1ccc(Oc3ccccc3)cc1)O2	2	.	-7	-5	-4[16.7 µM]	3	7
COc1ccccc1CNC(=O)COc1ccc(C)cc1	-3	-8	-3	-6	-2	-4	4
CCOC(=O)C(C)c1ccc2cc(OC)ccc2c1 (configuration not stated)	.	.	-19	11	1	-1	-3
CN(CCNC(=O)C1CCCN(c2ncnc3c2nc2n3CCCCC2)C1)Cc1ccccc1 (configuration not stated)	4	2	9	8	-3	1	8
COc1ccc(NS(=O)(=O)c2cccc(C(=O)Nc3cccc(C(=O)O)c3)c2)cc1	2	-4	-1	-4	-7	3	1
COc1cc(NC(=O)CSc2nc(C)cs2)cc(OC)c1	1	-4	26	-7	-2	3	-5
C[C@@H]1CN([C@H](C)CO)C(=O)c2cc(NC(=O)Cc3cn(C)c4ccccc34)ccc2O[C@H]1CN(C)Cc1ccc(Cl)c(Cl)c1	0	15	38	-2	-5[16.7 µM]	64	-4
Cc1ccc(C)c(-n2c(N)c(C(N)=O)sc2=S)c1	.	.	6	-8	1	0	12
O=C(Nc1ccc(O)cc1C(=O)O)c1cccc(Br)c1	.	.	4	-1	-1	-2	-5
COc1ccc(CN2CCN(Cc3ccc(CO)o3)CC2CCO)cc1C (configuration not stated)	2	-1	0	-5	-1	2	25
CCC(CC)c1nnc(NC(=O)Oc2ccccc2)s1	.	.	11	-4	-4	-1	.
Cc1ccc(S(=O)(=O)N2[C@@H](c3cccc(Cl)c3)C(C(=O)O)=CC[C@H]2c2cccc(C)c2)cc1	-4	.	16	9	.	0	2
CN(Cc1ccccc1F)C(=O)CCNC(=O)c1ccc(C(C)(C)C)cc1	-3	-9	-12	4	-9	1	-3
Cc1cc(C)c2[nH]c(=O)c(C(c3nnnn3CC3CCCO3)N3CCCC(C)C3)cc2c1 (configuration not stated)	.	.	.	-5	9	-1	-3
CN(c1ccccc1)S(=O)(=O)c1ccc(C(=O)NCc2cccs2)cc1	5	1	3	5	2	-6	-6
COC(=O)C[C@@H]1CC[C@H]2[C@H](COc3ccc(NC(=O)Nc4ccccc4C)cc3C(=O)N2C)O1	9	2	-12	2	58[16.7 µM]	3	6
COc1cc(Cl)c(C)cc1NC(=O)Cc1cccs1	2	5	17	-4	11	-3	-5
CC/C(Cc1ccccc1)=N/NC(=O)CNC(=O)c1ccc(Cl)cc1Cl	4	4	2	-4	1	3	-2
COc1cc(CN2CCN(CC#Cc3ccccc3)CC2CCO)cc(OC)c1 (configuration not stated)	6	0	6	7	26	-1	3
S=c1nc(C2CCCCC2)[nH][nH]1	.	.	3	-2	2	8	-2
COc1ccccc1Oc1cc(F)nc(N)n1	.	.	-5	-8	-7	.	-12
Cc1ccccc1-c1nc(CN2CCC(C(=O)NCCCN3CC(C)CC(C)C3)CC2)c(C)o1 (configuration not stated)	.	.	-18	-5	-18	3	-26
C[C@H]1CCCCO[C@H](CN(C)S(=O)(=O)c2ccccc2)[C@@H](C)CN([C@@H](C)CO)C(=O)c2cc(NC(=O)Nc3ccc(C(F)(F)F)cc3)ccc2O1	0	3	.	-8	4[16.7 µM]	1	-6
CC1C/C(=N\NC(=O)c2ccc(NS(=O)(=O)c3ccc(Br)cc3)cc2)CC(C)(C)C1 (configuration not stated)	-3	-4	.	.	.	.	0
Cc1cc(=O)oc2c(C)c(OCC(=O)NC3CC(C)(C)NC(C)(C)C3)ccc12	.	-6	11	-2	.	6	-2
C[C@@H](NC(=O)C[C@@H]1CC[C@@H]2[C@H](COC[C@@H](O)CN2C(=O)Nc2ccccc2)O1)c1ccccc1	10	2	-1	-3	2[16.7 µM]	10	6
COc1ccccc1NC(=S)N(Cc1ccc(C(=O)O)cc1)Cc1ccc(OC)c(OC)c1	2	-1	6	0	-4	2	-1
Cc1ccc(NCc2cccc(B(O)O)c2)cc1	-3	0	-2	23	8	3	11
COc1cc(OC)cc(-c2sc3ccc(OC)cc3c2-c2ccc3cc[nH]c3c2)c1	-5	.	3	-5	1	-2	2
CC(CN1CCCCC1)OC(=O)C1c2ccccc2Oc2ccccc21 (configuration not stated)	.	.	.	.	0	-1	-11
C[C@H](CO)N1C[C@H](C)[C@H](CN(C)C(=O)NC2CCCC2)Oc2ncc(-c3cccc(C(F)(F)F)c3)cc2C1=O	-2	1	-18	-6	-19[16.7 µM]	17	-1
Cc1cn(C2OC[C@@H](O)[C@@H]2CO)c(=O)[nH]c1=O (some centres not stated)	2	-3	-2	-8	3	0	-1
C[N+]1(CC(O)COCC2COc3ccccc3O2)CCOCC1 (configuration not stated)	0	-2	.	.	-2	.	.
CC(C)C(=O)N1CCC2(CC1)Oc1ccc(Cl)cc1C(=O)C21CC(c2cccnc2)=NO1 (configuration not stated)	2	-2	-17	-8	-13	1	12
Cc1ccc(C2=NNC(=O)C(c3c[nH]c4ccccc34)C2)cc1 (configuration not stated)	5	-2	.	.	.	.	6
O=C(NN1CCOCC1)c1ccc(Br)cc1	-4	0	.	.	.	6	-3
CCN(CC)CCOC(=O)C(c1ccccc1)C1CCCCC1 (configuration not stated)	-4	-6	2	-12	-2	2	5
Cc1ccc(C(=O)CSc2nnc(Cn3nnc4ccccc43)n2C)cc1	3	-1	21	-4	1	-1	-12
COCC(=O)Nc1ccc2c(c1)C(=O)N(C)[C@@H]1CC[C@H](CC(=O)NCCc3ccncc3)O[C@@H]1CO2	-2	8	-52	0	0[16.7 µM]	1	12
C=CCN1Cc2ccccc2[C@@H]2OC(c3ccc(OCCCO)cc3)=N[C@]2(CCS(=O)(=O)c2ccccc2)C1=O	1	0	.	.	.	-3	8

Later entries.
SMILES	ERp5 inh	SIRT5 inh	Statin myotox sup	esBAF inh	miR122 inh	Cneo AK release	ARNT-TACC3 inh
C[C@@H]1CN([C@@H](C)CO)C(=O)c2cc(NC(=O)Cc3cn(C)c4ccccc34)ccc2O[C@H]1CN(C)Cc1ccc2c(c1)OCO2	4	-4	-12	1	-6[16.7 µM]	1	7
O=C(CSc1nc2ccccc2c(=O)n1-c1ccc(F)cc1F)c1c[nH]c2ccccc12	.	.	20	3	0	-3	-8
CCC(=O)N1CCc2cc(Br)c(S(=O)(=O)CCC(=O)NCCc3ccccc3)cc21	3	.	-4	-3	1	3	-21
C[C@@H]1CCCCO[C@H](CN(C)C(=O)c2ccccc2)[C@H](C)CN([C@@H](C)CO)C(=O)c2cc(NS(=O)(=O)c3cccs3)ccc2O1	7	3	38	-2	-2[16.7 µM]	-2	-4
CC(=O)C1=C(O)C(=O)N(c2ccc(O)cc2)C1c1ccc(F)cc1 (configuration not stated)	5	-1	11	-8	-5	-1	-1
CC1CCCC(NC(=O)c2cc(S(=O)(=O)N3CCOCC3)ccc2F)C1C (configuration not stated)	2	-2	-1	3	-4	.	.
O=C(Cc1ccccc1)N[C@H]1CC[C@H](CC(=O)N2CCOCC2)O[C@@H]1CO	1	4	-4	-2	.	-10	24
CC(C)(C)OC(=O)C[C@H]1C/C=C\C[C@@H](CC(=O)N[C@H](CO)Cc2ccccc2)C(=O)NC[C@H](c2ccccc2)OC1=O	1	.	-4	0	.	3	4
NC(=O)c1ccccc1NC(=O)Nc1ccc(F)c(Cl)c1	-13	-5	.	.	.	.	-5
CCN(CC(=O)NCc1ccc(Cl)cc1)C(=O)CCc1ccccc1	-2	-13	8	4	6	-4	-4

Structural class: the entries above with a tert-butyl group.
SMILES	ERp5 inh	SIRT5 inh	Statin myotox sup	esBAF inh	miR122 inh	Cneo AK release	ARNT-TACC3 inh
CN(Cc1ccccc1F)C(=O)CCNC(=O)c1ccc(C(C)(C)C)cc1	-3	-9	-12	4	-9	1	-3
CC(C)(C)OC(=O)C[C@H]1C/C=C\C[C@@H](CC(=O)N[C@H](CO)Cc2ccccc2)C(=O)NC[C@H](c2ccccc2)OC1=O	1	.	-4	0	.	3	4

Source: PubChem (Broad Institute)

Rows were taken by chance. About 4% of those tested had a hit in this group.
